Bioassay records deposited in PubChem by National Center for Advancing Translational Sciences (NCATS).
Glioma ERSR ind = ER stress response induction in glioma; U87-MG GRP78 promoter luciferase reporter, 16 h; Potency, µM, for the others: top-dose activation, actives largely listed as activators; 0.02% of 420,000 active; AID 602332; further: potency means the concentration at half of the fitted maximal effect; series mostly up to about 76 µM; % of control where 0% means no effect; nearly all actives have a fitted effect of over 35% in size
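Stably transfected U87-MG glioma cells carrying a GRP78-based luciferase sensor; 16 h compound incubation. Luminescence end-point read 10 min after Bright-Glo addition at room temperature.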
D2 antag = antagonists of human D2 dopamine receptor. AID 485344. inhibition, % at 10 µM. 2% of 340,000 active. HEK293 TREx D2 cells, calcium flux, dopamine EC80. P14416; in the data active means inhibition above about 30%; further: 0% is about no effect
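Calcium mobilization kinetics were recorded at 1 s intervals in tetracycline-induced HEK293 T-REx D2 cells, first for 180 s after compound addition and then 180 s after EC80 dopamine.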
Vif-APOBEC3F blk = inhibitors of Vif-A3F interaction; HeLa A3F-eYFP + Vif (tagged APOBEC3F with the HIV-1 protein that degrades it), YFP fluorescence increase; Potency, µM (top dose mostly 46.1 µM), inactives show top-dose activity, negative = active; 0.2% of 390,000 active; AID 602313; further: potency means the concentration at half of the fitted maximal effect; % of control where 0% means no effect; nearly all actives have a fitted effect of over 65% in size
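HeLa cells stably expressing A3F-eYFP plus Vif, plated and incubated overnight at 37 deg C, then exposed to compounds overnight at 37 deg C. Blocked degradation read as raised yellow fluorescence (Ex 488/Em 500-530).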
D2 ag = agonists of human D2 dopamine receptor; 0.53% of 340,000 active; AID 485358; P14416; HEK293 T-REx D2 cells, calcium flux agonist mode; activation, % at 2 µM;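 active means activation over 3 SD above normal in the single-dose calcium agonist read, cut at about 30% in these data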; further: 0% is about no effect
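Agonism scored from kinetic calcium signal (1 read/sec, 180 s) following compound pin transfer, after a 10 s baseline. Cells: HEK293 Trex line expressing inducible D2 receptor coupled to calcium, dye-loaded after overnight culture at 30 C.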
LDHA inh = LDHA (human) enzyme inhibition; purified LDHA, NADH/diaphorase-resazurin fluorescence; hits give low values; 0.15% of 480,000 active; P00338; AID 1347041; activity change, % (values are at about 110 or 230 µM); in the data active means activity change below about -30%; inconclusive means mostly about -25% to -30%;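 further: plate controls were DMSO wells for no effect and wells without enzyme for full effect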
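Human LDH5 (2 nM) was incubated with 0.06 mM NADH and 0.2 mM pyruvate for 5 min at room temperature in Tris pH 7.4. Remaining NADH was coupled through diaphorase/resazurin, and resorufin fluorescence was read at 0 and 20 min.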
RGS4 inhibitor = blocks human RGS4-accelerated GTP hydrolysis | P49798 | Transcreener GDP fluorescence polarization, RGS4-accelerated GTP hydrolysis | Potency, µM (doses to about 114 µM), inactives show at the highest dose activity change, negative = inhibition, most hits filed as inhibitors | 0.039% of 390,000 active | AID 504845; further: potency means the concentration at half of the fitted maximal effect; on the % scale 0 is the no-effect control and ±100 the full control effect; nearly all actives have a fitted effect of over 75% in size; some results filed as inactive show a strong effect at the top dose
Target sequence (P49798 whole entry, looked up): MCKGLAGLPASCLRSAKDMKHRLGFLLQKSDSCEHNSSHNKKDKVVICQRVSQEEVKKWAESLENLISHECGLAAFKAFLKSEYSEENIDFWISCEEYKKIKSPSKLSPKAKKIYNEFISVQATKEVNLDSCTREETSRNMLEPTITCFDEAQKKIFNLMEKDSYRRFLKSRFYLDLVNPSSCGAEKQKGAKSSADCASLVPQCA
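MLSMR compounds (23 nl, pin-transferred) preincubated 10 min at room temperature with a 500nM (2x) first reagent, then RGS4 at 900nM (2x) plus Transcreener GDP mix added; fluorescence polarization (620/688 nm) read before and after 90 min at 30 °C.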
Vif-APOBEC3G blk = Vif-A3G binding inhibition; Q9HC16; HeLa A3G-eYFP + Vif (tagged APOBEC3G with the HIV-1 protein that degrades it), YFP fluorescence, overnight; Potency, µM (titrated, usually from 46.1 µM), without a hit: top-dose activity, negative = active, most hits filed as inhibitors; 0.076% of 410,000 active; AID 602310;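 further: potency means the concentration at half of the fitted maximal effect; on the % scale 0 is the no-effect control and ±100 the full control effect; nearly all actives have a fitted effect of over 60% in size; hits raise eYFP signal because A3G escapes Vif-driven loss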
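Read-out is eYFP fluorescence (Ex 488/Em 500-530) from Vif-expressing HeLa A3G-eYFP cells; more signal means A3G escaped Vif-mediated degradation. Cells plated overnight, compound pinned in, incubated overnight at 37 deg C.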
ERG-DNA inh = blocks human ERG Ets domain binding to DNA. P11308. fluorescence polarization, His-ERG Ets domain / labelled DNA. Potency, µM (titrated, usually from 76.9 µM), without a hit: at the top dose FP activity, negative = inhibition, actives largely listed as inhibitors. 0.028% of 370,000 active. AID 624246; active means well fitted inhibition curve with a large enough effect in the polarisation, with a control signal flat; inconclusive means small, poorly fitted or top-dose-only effect, or effect the other way, or a change in a side signal; inactive means no such curve, though single readings can be large or run the other way; the % refers to the polarisation;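 further: polarization taken with two DNA probes labelled with fluorescein and Texas red; potency means the concentration at half of the fitted maximal effect; % of control where 0% means no effect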
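His-tagged ERG Ets domain (1 uM in the protein solution; 300mM KCl, 50mM Tris-HCl, 1mM EDTA, 1mM DTT, pH 7.5) received compound, then a probe mix of 5 nM fluorescein-DNA and 100nM Texas-615-DNA. Fluorescence polarization was read for both dyes.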
ALOX12 inh = ALOX12 (human) lipoxygenase inhibition; purified 12hLO, xylenol orange hydroperoxide absorbance; Potency, µM (series often up to 108 µM), for inactives: top-dose activity change, negative = inhibition, actives largely listed as inhibitors; P18054; 1.1% of 580,000 active; AID 1671190; further: potency means the concentration at half of the fitted maximal effect; on the % scale 0 is the no-effect control and ±100 the full control effect
Target sequence (P18054 whole entry, looked up): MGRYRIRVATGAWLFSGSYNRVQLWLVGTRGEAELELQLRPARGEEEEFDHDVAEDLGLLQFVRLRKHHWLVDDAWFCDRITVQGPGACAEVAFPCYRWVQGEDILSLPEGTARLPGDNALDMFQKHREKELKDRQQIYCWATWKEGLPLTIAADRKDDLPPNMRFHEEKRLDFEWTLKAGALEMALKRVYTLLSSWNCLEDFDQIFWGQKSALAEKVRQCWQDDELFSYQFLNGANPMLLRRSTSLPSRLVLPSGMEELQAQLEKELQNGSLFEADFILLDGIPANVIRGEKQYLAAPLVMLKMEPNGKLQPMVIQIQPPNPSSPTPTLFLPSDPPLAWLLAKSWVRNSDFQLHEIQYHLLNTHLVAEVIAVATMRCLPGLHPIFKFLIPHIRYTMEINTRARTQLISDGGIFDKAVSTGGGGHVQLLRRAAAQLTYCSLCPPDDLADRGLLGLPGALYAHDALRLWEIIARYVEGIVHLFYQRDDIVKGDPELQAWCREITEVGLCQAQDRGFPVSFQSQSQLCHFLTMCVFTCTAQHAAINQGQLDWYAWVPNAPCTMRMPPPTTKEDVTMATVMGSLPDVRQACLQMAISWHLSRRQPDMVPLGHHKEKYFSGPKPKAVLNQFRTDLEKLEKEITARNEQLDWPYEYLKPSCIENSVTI
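Hydroperoxide product was detected by ferrous iron/xylenol orange as the 573 to 405 nm absorbance ratio. Arachidonic acid at 40 uM (final) was turned over for 30 min at room temperature by 150 nM human 12hLO, pH 7.0 Hepes buffer, after 15 min compound preincubation.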
The depositor's hits bear a star; ? = inconclusive; · = no result given; & = joins results of further samples; [ ] = remark or other dose. Unless noted, the call rests on the fitted dose curve; in most records, active means well fitted curve in the direction sought with a large enough effect; inconclusive means small, poorly fitted or top-dose-only effect, or another doubt; inactive means no such curve, though single readings can be large; an effect the other way counts as inactive or inconclusive.

Values in the order: Glioma ERSR ind, D2 antag, Vif-APOBEC3F blk, D2 ag, LDHA inh, RGS4 inhibitor, Vif-APOBEC3G blk, ERG-DNA inh, ALOX12 inh
CNc1ccc(C(=O)OCC(=O)NCc2ccc3c(c2)OCO3)cc1[N+](=O)[O-]
→ -2%, -19, -9%, -0.2, -17, -7%, 0%, 9%, 24%
COc1ccc2[nH]c(=O)c(C(c3nnnn3C(C)(C)C)N(Cc3ccco3)CC3CCCO3)cc2c1 (stereo not given)
→ -2%, -1, -10%, 0.3, 0, 7%, -3%, -6%, -23%
CCN(CC)S(=O)(=O)c1ccc(N2CCCCS2(=O)=O)cc1
→ 1%, ·, 5%, 0.3, -10, 15%, 0%, 1%, -11%
Cc1ccc(-c2ccc(CN3C(C)C(=O)N(Cc4cn(CC5CCCCC5)nn4)CCS3(=O)=O)cc2)cc1 (stereo not given)
→ -2%, ·, -2%, ·, 3, ·, 1%, ·, -16%
CC(NC(=O)C12CC3CC(CC(C3)C1)C2)c1ccc(F)cc1 (stereo not given)
→ -2%, -24, -19%, -1.6, -12, 25%, -2%, 2%, -45%
CCc1nc(CN2CCCC(C(=O)Nc3ccc(-c4cccc(OC)c4)cc3)C2)c(C)[nH]1 (stereo not given)
→ 1%, ·, -5%, ·, -11, ·, 0%, ·, 4%
C=CCSc1nnc(NC(=O)C2CC(=O)N(c3ccc4c(c3)OCCO4)C2)s1 (stereo not given)
→ 4%, ·, -10%, ·, -6, 6%, -1%, 13%, -14%
N#Cc1ccc(Nc2nc(NCc3ccccc3)nc3ccsc23)cc1
→ -6%, ·, ·, ·, -7, ·, -7%, ·, -3%
COc1ccc(S(=O)(=O)N(C)C[C@H]2Oc3c(cccc3N(C)C)C(=O)N([C@H](C)CO)C[C@@H]2C)cc1
→ -3%, ·, 3%, ·, 0, -4%, -2%, 2%, -15%
Cc1nn(-c2ccccc2)c(C)c1C(=O)OCC(=O)N1c2ccccc2NC(=O)C1(C)C
→ -4%, -11, 0%, -0.2, -6, -19%, 0%, 5%, 0%
Cc1ccc(-n2nc(C)c3nc(CCC(=O)Nc4cccc(C)c4C)c(=O)n(C)c32)cc1
→ 0%, ·, 1%, 1.4, -2, -3%, 5%, 0%, -24%
CC/C(=N/N=C(\CC)c1ccccc1)c1ccccc1
→ -3%, 16, -27%, -0.6, -2, 7%, -6%, -4%, 23%
Cc1cccc(OCC(=O)Nc2ccc(-c3nc4ccccc4o3)cc2)c1C
→ ·, ·, ·, 0.9, -8, 0%, ·, 0%, ?
CCc1nnc(NC(=O)Cn2c(=O)oc3ccccc32)s1
→ -2%, ·, 1%, ·, -8, 9%, -1%, -2%, 11%
Cc1ccc(OCCC(=O)OCC(=O)c2c(N)n(C)c(=O)n(C)c2=O)cc1
→ -4%, -13, 8%, 0.4, -5, 13%, -2%, 9%, -8%
O=C(NCc1cn2ccccc2n1)c1ccc2c(c1)OCO2
→ -1%, -6, 0%, 0.4, -14, 11%, -5%, -6%, 5%
COC(=O)CN1C(=O)CSc2ccc(S(=O)(=O)Nc3ccc(F)c(Cl)c3)cc21
→ -2%, ·, -1%, 0.5, -2, -2%, -7%, 13%, ?
CC(=O)c1ccc(-c2nc3ccccc3n2C)o1
→ 1%&-1%, -17, -8%, -1.0, -9&-10, -31%&-15%, 0%&-1%, 2%, 65%[activator]
Cc1ccc(S(=O)(=O)N2CCN(CC(=O)N3CCOCC3)CC2)cc1
→ 0%, -6, 1%, -0.1, -3, 7%, 0%, 9%, -3%
CC12CCC(C[N+](C)(C)C1)C2(C)C (stereo not given)
→ 0%, 0, -3%, -0.4, 11&-17, 1%, 3%, 0%, ?

(list continues)
Values in the order: Glioma ERSR ind, D2 antag, Vif-APOBEC3F blk, D2 ag, LDHA inh, RGS4 inhibitor, Vif-APOBEC3G blk, ERG-DNA inh, ALOX12 inh
CN1/C(=C\C(=O)COC(=O)c2ccc([N+](=O)[O-])o2)C(C)(C)c2ccccc21
→ -4%, -3, 0%, 1.8, 0, -12%, 2%, -4%, 0%
CC(=O)Nc1cccc(C(=O)Nc2cccc(S(=O)(=O)NCc3ccco3)c2)c1
→ -3%, -4, -6%, 0.3, -2, ?, -1%, 14%, -10%
O=C(NCCOc1cccc(Cl)c1Cl)c1cc(-n2cnnc2)ccc1Cl
→ -1%, -14, -1%, 1.1, 5, -28%, 2%, 10%, 8%
Cc1ccccc1NC(=O)c1ccc2ccccc2c1
→ 3%, 1, 0%, 0.9, -6, 8%, 0%, -1%, -1%
CCCN(CCC)S(=O)(=O)c1ccc(C(=O)Nc2nnc(-c3cccc(OC)c3)o2)cc1
→ -4%, ·, 4%, ·, -5, -4%, 0%, -4%, 31%[activator]
Clc1ccccc1-c1nc(-c2ccc(Br)o2)no1
→ -2%, -6, 3%, -0.7, -1, -2%, 6%, 1%, 0%
CCCNC(=O)c1cc(C2CCCCN2C(=O)CCCc2ccccc2)on1 (stereo not given)
→ -2%, ·, ·, ·, -4, ·, 3%, ·, 1%
C#CCNC(=O)C1=C[C@H](c2ccc3c(c2)OCO3)[C@@H](CCCO)[C@H](OCC)O1
→ -3%, -15, -14%, 0.2, 1, -2%, -3%, -11%, ?
CCCOc1cccc(OCCSc2nc(C)cc(=O)[nH]2)c1
→ 2%, 20, 3%, 0.5, -4, 11%, 2%, 6%, -14%
COCCNc1nc(NCc2ccc(C)cc2C)c2sccc2n1
→ -3%, ·, ·, ·, -3, ·, 0%, ·, ?
CC(C)N1CCN(Cc2cccn2-c2nccs2)CC1CCO (stereo not given)
→ -3%, -7, ?, 1.2, 0, -1%, 0%, -6%, -3%
CCc1noc(C)c1C(=O)Nc1cc(S(=O)(=O)N2CCOCC2)ccc1OC(C)C
→ -4%, -4, -2%, -0.1, -5, 20%, 1%, -2%, -21%
CN(C(=O)COC(=O)c1ccc2c(c1)OCO2)C1CCS(=O)(=O)C1 (stereo not given)
→ -2%, -6, 0%, 0.4, -5, 15%, -2%, -5%, 2%
COc1ccc(N/N=C(C)/C(=N/O)C(=O)Nc2ccccc2)cc1
→ 0%, -17, 16%, 1.8, 5, -27%, -1%, 6%, ?
O=C(C1COc2ccccc2O1)N1CCN(S(=O)(=O)c2cc(F)ccc2F)CC1 (stereo not given)
→ -2%, 15, 5%, -0.1, -19, 15%, 4%, 7%, ?
CCOc1cc(S(=O)(=O)NCCc2ccc(OC)c(OC)c2)c(OCC)cc1-n1cnnn1
→ -5%, 23, -4%, -0.3, 1, -6%, -5%, -2%, 14%
CC(Sc1nc2cc([N+](=O)[O-])ccc2n1-c1ccc(F)cc1)C(=O)NCc1ccc2c(c1)OCO2 (stereo not given)
→ -3%, -7, 2%, -0.5, 4, ?, 3%, 3%, -13%

Some of the entries so far, with tabs.
SMILES	Glioma ERSR ind	D2 antag	Vif-APOBEC3F blk	D2 ag	LDHA inh	RGS4 inhibitor	Vif-APOBEC3G blk	ERG-DNA inh	ALOX12 inh
CN1/C(=C\C(=O)COC(=O)c2ccc([N+](=O)[O-])o2)C(C)(C)c2ccccc21	-4%	-3	0%	1.8	0	-12%	2%	-4%	0%
CC(=O)Nc1cccc(C(=O)Nc2cccc(S(=O)(=O)NCc3ccco3)c2)c1	-3%	-4	-6%	0.3	-2	?	-1%	14%	-10%
O=C(NCCOc1cccc(Cl)c1Cl)c1cc(-n2cnnc2)ccc1Cl	-1%	-14	-1%	1.1	5	-28%	2%	10%	8%
Cc1ccccc1NC(=O)c1ccc2ccccc2c1	3%	1	0%	0.9	-6	8%	0%	-1%	-1%
CCCN(CCC)S(=O)(=O)c1ccc(C(=O)Nc2nnc(-c3cccc(OC)c3)o2)cc1	-4%	·	4%	·	-5	-4%	0%	-4%	31%[activator]
Clc1ccccc1-c1nc(-c2ccc(Br)o2)no1	-2%	-6	3%	-0.7	-1	-2%	6%	1%	0%
CCCNC(=O)c1cc(C2CCCCN2C(=O)CCCc2ccccc2)on1 (stereo not given)	-2%	·	·	·	-4	·	3%	·	1%
C#CCNC(=O)C1=C[C@H](c2ccc3c(c2)OCO3)[C@@H](CCCO)[C@H](OCC)O1	-3%	-15	-14%	0.2	1	-2%	-3%	-11%	?
CCCOc1cccc(OCCSc2nc(C)cc(=O)[nH]2)c1	2%	20	3%	0.5	-4	11%	2%	6%	-14%
COCCNc1nc(NCc2ccc(C)cc2C)c2sccc2n1	-3%	·	·	·	-3	·	0%	·	?
CC(C)N1CCN(Cc2cccn2-c2nccs2)CC1CCO (stereo not given)	-3%	-7	?	1.2	0	-1%	0%	-6%	-3%

Only part of the results is shown; count on the stated rates, not on these rows.
